Screening results deposited in PubChem by several laboratories.
S1P4 antagonist = blocks the human S1P4 receptor; S1P4-expressing cells, antagonist mode, reporter read-out; inhibition, % at 4.98 µM; actives 0.26% (n = 220,000); in the data active = inhibition above about 29%;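 also: 0% = wells stimulated with agonist and 100% = vehicle wells without agonist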
NPY1 pot ag = human NPY-Y1 potentiation or agonism, primary screen | P25929 | NPY-Y1 expressing cells, potentiator/agonist activation | activation, % at 3.6 µM | actives 0.37% (n = 220,000); in the data active = activation above about 33%, passing the limit was not always enough;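 also: cells stimulated with NPY at EC10 then isoproterenol at EC100; 0% = low agonist plus stimulus and 100% = saturating agonist plus stimulus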
EP2 modulator = modulators of human EP2 prostaglandin E2 receptor | AID 940 | induction, % at 25 µM | P43116 | EP2-expressing cells, cAMP HTRF FRET, PGE2 co-stimulation | actives 0.83% (n = 260,000);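 active = compounds whose cAMP rise, as percent of the full-agonist control response, exceeds 60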;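 also: rat C6 glioma line stably carrying human EP2 under a CMV promoter; the protocol text gives 20 µM as final concentration; 100% = response of wells given 1 µM PGE2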
zfTRPN1 agonist = zebrafish TRPN1 (NompC) channel agonism | HEK293 zebrafish TRPN1-YFP, Fluo-8 calcium fluorescence; 100% = response to 87 µM carbachol | activation, % at 3 µM | actives 0.18% (n = 220,000) | AID 1424;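 active = activation above its plate's cutoff, the mean activation of test wells on that plate plus 3 SD, cut at about 19% in these data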;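 also: 0% = DMSO alone and 100% = 87 µM carbachol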
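System: zebrafish TRPN1-YFP in HEK293 cells / Dosing: 3 µM single point / Timing: dye loading 1 h at 37 °C, then 30 min room temperature / Signal: Fluo-8 calcium fluorescence, excitation 470-495 nm, emission 515-575 nm / Read-out basis: percent activation from peak over basal fluorescence ratio, control-normalized / Control set: high carbachol 87 µM, low DMSO alone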
TRPML3 ag = human mucolipin-3 channel agonism. Q8TDD5. HEK293 TRPML3-YFP, Fluo-8 calcium fluorescence; 100% = the carbachol control signal. activation, % at 3 µM. actives 0.29% (n = 220,000). AID 1448;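 active = activation above its plate's cutoff, the mean activation of the plate's test wells plus 3 SD, cut at about 12% in these data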;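 also: 0% = DMSO only wells and 100% = carbachol wells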
Target sequence (Q8TDD5 whole entry, looked up): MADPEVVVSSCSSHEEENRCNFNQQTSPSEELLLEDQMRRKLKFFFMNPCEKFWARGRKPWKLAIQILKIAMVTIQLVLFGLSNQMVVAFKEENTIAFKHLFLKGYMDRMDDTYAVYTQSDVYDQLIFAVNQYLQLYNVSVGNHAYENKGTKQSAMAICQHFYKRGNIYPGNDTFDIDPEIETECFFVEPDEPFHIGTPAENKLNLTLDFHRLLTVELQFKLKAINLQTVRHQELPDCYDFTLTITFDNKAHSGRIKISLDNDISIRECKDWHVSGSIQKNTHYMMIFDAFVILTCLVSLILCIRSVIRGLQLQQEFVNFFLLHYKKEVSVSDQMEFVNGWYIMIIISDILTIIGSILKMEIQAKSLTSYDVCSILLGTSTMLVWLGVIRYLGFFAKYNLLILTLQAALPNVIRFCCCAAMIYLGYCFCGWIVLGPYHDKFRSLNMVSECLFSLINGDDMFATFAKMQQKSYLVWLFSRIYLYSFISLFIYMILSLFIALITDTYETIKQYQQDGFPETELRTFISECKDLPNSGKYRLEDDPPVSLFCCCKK
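Test system: HEK293 cells stably carrying human TRPML3-YFP; Doses: single dose, 3 µM final nominal compound, 0.3% DMSO final; Schedule: dye loading 1 h 37 °C then 30 min ambient, 125 s read; Technique: Fluo-8 calcium fluorescence; Benchmarks: high control carbachol 87 µM, low control DMSO.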
CHOP inh = CHOP inhibition in unfolded protein response; CHO-K1 CHOP-promoter luciferase, tunicamycin-induced, 15-18 h; inhibition, % at 10 µM; actives 3.8% (n = 220,000); AID 2732;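 active = compounds that reduced the stress-induced luciferase reporter signal by more than about 70% of percent inhibition, limit read from the data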;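 also: 0% = tunicamycin plus vehicle and 100% = wells without tunicamycin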
NPY-Y2 PAM-ag = human NPY-Y2 potentiation or agonism, primary screen. cells expressing NPY-Y2, potentiator/agonist read-out. activation, % at 3.6 µM. actives 0.45% (n = 220,000). AID 1359; in the data active = activation above about 27%;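 also: cells stimulated with NPY near EC25 plus isoproterenol at EC100; 0% = vehicle plus submaximal agonist and 100% = vehicle plus saturating agonist; some results beyond the cut were filed as inactive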
Target sequence (P49146 whole entry, looked up): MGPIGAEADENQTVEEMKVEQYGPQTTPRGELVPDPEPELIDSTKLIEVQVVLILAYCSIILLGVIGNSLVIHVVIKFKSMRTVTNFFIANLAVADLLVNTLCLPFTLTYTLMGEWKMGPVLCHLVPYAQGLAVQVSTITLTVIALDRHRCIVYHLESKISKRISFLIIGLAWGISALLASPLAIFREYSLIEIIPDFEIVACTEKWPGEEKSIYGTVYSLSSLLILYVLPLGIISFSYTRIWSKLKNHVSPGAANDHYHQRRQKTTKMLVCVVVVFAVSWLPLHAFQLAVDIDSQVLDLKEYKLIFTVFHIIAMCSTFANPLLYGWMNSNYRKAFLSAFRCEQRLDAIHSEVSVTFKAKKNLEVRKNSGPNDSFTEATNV
NPY-Y1 antag = NPY-Y1 (human) receptor antagonism. inhibition, % at 3.6 µM. P25929. HEK293-CNG Y1 cells, membrane potential fluorescence; NPY at EC95, then isoproterenol. actives 1% (n = 200,000). AID 1040;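 active = inhibition above the campaign mean inhibition of all tested compounds plus 3 SD, cut at about 20% in these data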;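 also: 0% = DMSO wells given NPY plus isoproterenol and 100% = isoproterenol alone without NPY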
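Assay system: HEK293 Y1/CNG channel cell line; Doses: single compound dose of 3.6 µM, 0.4% DMSO; Timing: dye 3 h, compound 60 min room temperature, stimulation 45 min; Technique: Membrane-potential fluorescent dye readout; Measure: % inhibition of NPY effect.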
S1P4 agonist = human S1P4 receptor agonism; O95977; S1P4-expressing cell line, agonist reporter assay; actives 0.35% (n = 220,000); activation, % at 4.98 µM; AID 1509; in the data active = activation above about 11%;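 also: 0% = DMSO vehicle and 100% = reference agonist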
* = called active by the depositor; / = not tested or not shown; & = joins results of further samples.

SMILES	S1P4 antagonist	NPY1 pot ag	EP2 modulator	zfTRPN1 agonist	TRPML3 ag	CHOP inh	NPY-Y2 PAM-ag	NPY-Y1 antag	S1P4 agonist
CCN(CC)S(=O)(=O)c1ccc2c(c1)nc(SCC(=O)NC1CC1)n2-c1ccccc1OC	-11	-9	42	-0.2	3.2	18	-5	18	-0.4
CC(C)CN1C(=O)c2ccc(C(=O)Nc3ccncc3)cc2C1=O	-25	26	-21	8.2	5.2	25	8	-4	-1.5
COc1ccc(N2C(=O)CCC(C(=O)N3CCN(c4ccccn4)CC3)C2c2ccc(F)cc2)cc1 (stereo not drawn)	8	1	5	1.4	0.9	8	0	-1	0.4
CC(=O)C1=C(C)NC(SCC(N)=O)=C(C#N)C1c1sccc1C (stereo not drawn)	3	-4	18	0.4	-0.3	-6	-7	2	-2.0
CO/N=C/CC(=O)c1cnc(-c2ccccc2)s1	-7	-9	8	-0.7	-0.1	13	-4	4	-3.2
CS(=O)(=O)N(Cc1ccc(C(=O)N2CCc3ccccc3C2)cc1)c1ccccc1	-12	12	-35	4.9	1.0	17	0	0	0.9
COc1cc2c(cc1OC)-c1nnc(C)n1C1(CCCC1)C2	-6	18	5	0.7	0.3	-1	11	-1	1.2
CCC1(CC)Cc2ccccc2C(CC(=O)N2CCOCC2)=N1	-5	-33	42	1.6	-0.1	19	0	4	0.2
COC(=O)c1ccc2nc(Nc3nc4c(F)cc(F)cc4s3)sc2c1	-22	-17	-23	-0.3	1.1	92*	13	2	0.7
Cc1nn(C)c(C)c1S(=O)(=O)N(CC(=O)Nc1ccc2c(c1)OCO2)c1ccc(C(C)C)cc1	22	14	-7	0.3	-0.2	12	24	0	0.4
CCCNC(=O)c1ccc(C2SCC(=O)N2Cc2ccccc2)cc1 (stereo not drawn)	2	-3	-5	0.1	-0.1	14	16	6	-0.2
Cc1ccc(S(=O)(=O)N2CCOCC2)cc1N/N=C(\C#N)c1nc2ccccc2[nH]1	-15	-26	13	0.8	0.8	0	-9	7	-1.1
CCOc1ccc(N2C(=O)CC(SCc3nc4ccccc4[nH]3)C2=O)cc1 (stereo not drawn)	-15	-19	-16	-1.3	-0.3	-5	-20	0	-1.4
N#Cc1c(C(F)(F)F)cc(-c2cccs2)nc1SCc1ccc(Cl)nc1	-14	4	32	0.8	0.4	-11	-13	5	0.2
COc1ccccc1C1=NOC(Cn2c(=O)c3c(ncn3C)n(C)c2=O)C1 (stereo not drawn)	-6	-1	-42	1.7	0.8	27	21	0	0.8
O=C1C(Nc2ccccc2)=C/C(=N/S(=O)(=O)c2cccs2)c2ccccc21	-27	18	-56	-3.3	-0.8	108*	48*	-4	1.4
O=C(Nc1ccccc1-c1ccccc1)NC1CCN(CC(=O)N2CCOCC2)CC1	-13	15	-10	-0.1	0.6	12	7	7	-0.9
c1csc(CN2CCN(Cc3cccs3)C2c2cccs2)c1	-8	-6	39	-0.3	-0.3	48	-5	-1	-0.5
CN(C)S(=O)(=O)c1cccc2nsnc12	-5	1	10	-0.1	0.2	5	-1	-2	-0.1
c1ccc(CC2CCCNC2)cc1 (stereo not drawn)	-4	2	10	1.0	0.8	-13	-3	0	49*

A different layout for 3 compounds above.
Sequence of screens: S1P4 antagonist	NPY1 pot ag	EP2 modulator	zfTRPN1 agonist	TRPML3 ag	CHOP inh	NPY-Y2 PAM-ag	NPY-Y1 antag	S1P4 agonist
- CO/N=C/CC(=O)c1cnc(-c2ccccc2)s1
→ -7	-9	8	-0.7	-0.1	13	-4	4	-3.2
- CS(=O)(=O)N(Cc1ccc(C(=O)N2CCc3ccccc3C2)cc1)c1ccccc1
→ -12	12	-35	4.9	1.0	17	0	0	0.9
- COc1cc2c(cc1OC)-c1nnc(C)n1C1(CCCC1)C2
→ -6	18	5	0.7	0.3	-1	11	-1	1.2

Next records follow:
SMILES	S1P4 antagonist	NPY1 pot ag	EP2 modulator	zfTRPN1 agonist	TRPML3 ag	CHOP inh	NPY-Y2 PAM-ag	NPY-Y1 antag	S1P4 agonist
COCCCNC(=S)NNC(=O)c1ccoc1C	-4	-2	23	1.2	0.6	3	-8	1	2.8
CCC1(c2ccccc2)NC(=O)N(CC(=O)N2CCN(S(=O)(=O)c3ccccc3)CC2)C1=O (stereo not drawn)	-33	3	9	-0.6	0.1	9	-13	-1	0.8
O=S(=O)(c1ccc2c(c1)OCCO2)N1CCC(n2nnc3cc(F)ccc32)CC1	18	-22	-23&-118	1.6	0.5	35	-11	6	-0.6
CC1CCN(S(=O)(=O)c2ccc3c(c2)oc(=O)n3CC(=O)N2CCc3ccccc3C2)CC1	-24	0	-2	1.6	-0.8	60	-4	1	2.7
Oc1ccc(Br)cc1/C=N/N1CCCCC1	5	-4	-81	0.1	0.7	53	-5	-2	-0.9
Cc1cc(C)nc(Sc2c(C)nn(-c3ccccc3)c2C)n1	2	-18	11	-1.2	-0.7	16	-6	-4	-0.1
CCOc1ccc(C(=O)Nc2ccc(NC(=O)c3ccco3)c(Cl)c2)cc1Cl	5	22	2	0.9	1.2	101*	9	0	0.6
CCn1c(/N=C/c2ccccc2NS(=O)(=O)c2ccc(C)cc2)nc2ccccc21	-16	17	9	-2.1	0.2	-10	17	-12	4.6
COc1ccc(/C=C/C(=O)OCC(=O)c2ccc3c(c2)NC(=O)CO3)c(OC)c1	13	-13	15	1.2	0.9	-9	-21	/	-1.1
COc1ccc(CNCCC(c2ccc(F)cc2)c2ccc(OC)cc2)cc1 (stereo not drawn)	16	-19	3	-0.1	0.4	68	-5	11	-0.2

Laid out differently: results already given.
COc1ccc(/C=C/C(=O)OCC(=O)c2ccc3c(c2)NC(=O)CO3)c(OC)c1
- S1P4 antagonist: 13
- NPY1 pot ag: -13
- EP2 modulator: 15
- zfTRPN1 agonist: 1.2
- TRPML3 ag: 0.9
- CHOP inh: -9
- NPY-Y2 PAM-ag: -21
- NPY-Y1 antag: /
- S1P4 agonist: -1.1
COc1ccc(CNCCC(c2ccc(F)cc2)c2ccc(OC)cc2)cc1 (stereo not drawn)
- S1P4 antagonist: 16
- NPY1 pot ag: -19
- EP2 modulator: 3
- zfTRPN1 agonist: -0.1
- TRPML3 ag: 0.4
- CHOP inh: 68
- NPY-Y2 PAM-ag: -5
- NPY-Y1 antag: 11
- S1P4 agonist: -0.2

Other compounds follow:
SMILES	S1P4 antagonist	NPY1 pot ag	EP2 modulator	zfTRPN1 agonist	TRPML3 ag	CHOP inh	NPY-Y2 PAM-ag	NPY-Y1 antag	S1P4 agonist
O=C(N/N=C/c1ccc(Br)cc1)c1ccc(Br)o1	-7	-9	0	-2.4	0.3	54	-21	-2	1.3
CCNc1cc(N2CCOCC2)nc(SC)n1	-18	4	-18	-0.7	0.9	-7	-9	-1	-1.6
Cc1cc(N2CCOCC2)nc2ccc(NC(=S)N3CCN(Cc4ccccc4)CC3)cc12	5	2	-45	3.4	1.2	81*	-4	-4	3.1
Cc1ccc(-c2nc(N/N=C/c3cccc([N+](=O)[O-])c3)c3ccccc3n2)cc1	0	4	11	0.8	1.0	81*	10	1	0.5
CCSC(C)CC1C/C(=N/O)c2c(CC)noc2C1 (stereo not drawn)	-19	-3	31	-0.8	0.2	29	-10	7	2.9
COc1ccccc1Nc1ccc([N+](=O)[O-])cc1N	-5	7	-8	-4.2	-1.7	40	-6	3	1.6
Cc1ccc(C(=O)NCCn2cc(SCC(=O)Nc3nnc(C)s3)c3ccccc32)cc1	9	12	-29	1.6	0.4	-30	-5	-3	-0.7
Cc1cccc(Nc2ncnc3nc[nH]c23)c1C	6	-3	-5	1.8	0.6	-13	-7	1	0.9
CCCn1c(SCC(=O)NCc2cccs2)nc2c1c(=O)n(C)c(=O)n2C	-3	-11	3&-2	0.5	-0.9	-22	-2	-1	1.6
O=S(=O)(Nc1nc2ccccc2nc1NCc1ccco1)c1cccs1	-27	18	-17	0.8	0.5	-5	-1	4	-2.2

Some of these compounds in order of the EP2 modulator value, rising:
| Molecule | EP2 modulator |
| --- | --- |
| CCNc1cc(N2CCOCC2)nc(SC)n1 | -18 |
| Cc1cccc(Nc2ncnc3nc[nH]c23)c1C | -5 |
| Cc1ccc(-c2nc(N/N=C/c3cccc([N+](=O)[O-])c3)c3ccccc3n2)cc1 | 11 |

Additional structures:
SMILES	S1P4 antagonist	NPY1 pot ag	EP2 modulator	zfTRPN1 agonist	TRPML3 ag	CHOP inh	NPY-Y2 PAM-ag	NPY-Y1 antag	S1P4 agonist
CCc1nnc(NC(=O)CSc2nnc(-c3c[nH]c4ccccc34)n2CC)s1	-8	-2	18	-0.3	-1.1	6	6	-1	1.1
Cc1ccc(CN(Cc2cccnc2)C(=O)CN2C(=O)COc3ccccc32)o1	2	15	12&-6	0.2	-0.4	-16	-3	2	-0.7
CCc1ccc(-n2nnnc2SCC(=O)NNC(=O)c2ccco2)cc1	-5	1	5&13	1.3	0.0	21	-12	5	-2.0
O=[N+]([O-])c1ccc(O)c(/C=N/Nc2ccccn2)c1	1	40	17	0.7	1.2	105*	7	-10	-0.8
COc1ccc(CNC(=O)C(=O)NCC(c2ccco2)N2CCOCC2)cc1 (stereo not drawn)	-1	10	19	-0.2	0.4	5	0	0	-0.1
O=S(=O)(N1CCOCC1)n1nnc2ccccc21	-3	7	-13	0.6	0.1	-7	21	5	-0.3
CCOC(=O)c1[nH]c(C)c(C(=O)OCC)c1C	-23	-5	1	-0.7	-0.4	-3	-1	1	0.4
CCCN1C(=O)c2cc(C(=O)Nc3ccccc3OC)ccc2C1Nc1ccccc1OC (stereo not drawn)	-14	-30	3	2.2	0.7	1	-10	/	0.6
Cc1cc(C(=O)OCC(=O)Nc2ccc(F)cc2[N+](=O)[O-])c2ccccc2n1	-2	-6	16	-0.6	-0.3	-42	-6	-3	-1.0
CC(=O)c1ccc(Nc2ccc(-c3ccccc3C)nn2)cc1	-4	25	-28	1.3	0.1	5	5	-5	0.4
CCN(CC)S(=O)(=O)c1ccc(O)c(C(=O)OCC(=O)Nc2ccc(OC(F)(F)F)cc2)c1	-9	12	4	11	8.3	55	9	-2	0.8
O=C(NCCSCc1ccccc1)c1ccc(C2SCC(=O)N2Cc2ccccc2)cc1 (stereo not drawn)	7	16	-62	0.6	1.6	10	6	-2	-0.8
CCn1c(SCc2nc(-c3ccc(Cl)cc3)no2)nnc1-c1ccco1	-8	-16	-4	3.0	1.0	2	-20	8	-2.0
COCC(=O)Nc1nnc(CCc2ccccc2)s1	4	1	-3&-19	-0.6	0.0	39	3	-3	0.4
CCOc1ccc(NC(=O)CN2CCN(CC(=O)Nc3ccc(C(=O)OC)cc3)CC2)cc1	5	-1	20	-0.2	0.0	24	3	-3	1.1
Cc1ccc(N2C(=O)C3CC3C2=O)cc1 (stereo not drawn)	7	1	-36	0.5	0.7	-12	-3	-5	0.0
CCOC(=O)c1cc2ccccc2nc1C	-9	21	-13	-0.1	0.3	12	5	3	-0.7
Cc1cc(C)nc(NNC2=CC(=O)CC(C)(C)C2)n1	7	0	4	0.7	0.5	54	-7	2	-0.7
